# ARNT-TACC3 inh: disruptors of ARNT/TACC3 protein interaction, primary screen, biochemical, AlphaScreen, single concentration; 390,000 tested, 0.66% active; inhibition, % at 9.99 µM; AlphaScreen His-ARNT PAS-B/GST-TACC3 binding, luminescence; TACC3 fragment carries E629A point mutation; Transforming acidic coiled-coil-containing protein 3 (Homo sapiens), Q9Y6A5; AID 623870, 2012;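 active = mean inhibition of replicates at least 50% and at least half of replicates each reaching 50%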;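 also: 0% = complete ARNT plus TACC3 wells and 100% = ARNT alone without TACC3; many hits fall short of the cut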
# The depositor's hits bear a star; & = joins results of further samples.
SMILES,ARNT-TACC3 inh
COC(=O)c1ccc(CSc2nnc(Nc3ccc(C)cc3)s2)o1,-3
CCCc1[nH]nc2c1C(c1cccc(OC(=O)c3ccco3)c1)C(C#N)=C(N)O2 (stereo not drawn),4
Cc1cc(C(=O)CSc2nc3ccc(Cl)cc3[nH]2)c(C)n1CC1CCCO1 (stereo not drawn),-3
COc1ccc2c(C=Nc3c(C)n(C)n(-c4ccccc4)c3=O)c(O)n(Cc3ccco3)c(=O)c2c1,3&-7
Nc1cc(=O)[nH]c(SCC(=O)Nc2cccc(Cl)c2)n1,-3
CCc1cccc2c(C(=O)CSc3nnc(-c4ccoc4C)n3C)c[nH]c12,-2
CC(C)NCC(O)Cn1c2c(c3ccccc31)CCc1c-2cnn1-c1ccccc1 (stereo not drawn),18
COc1ccc(OCCC(=O)OCC(=O)NCc2ccco2)cc1,7
Cc1ccc(NC2=NC(c3ccccc3)n3c(nc(C)cc3=O)N2)cc1 (stereo not drawn),-5
Clc1ccc(N2N=C(c3cccs3)CC2c2ccco2)cc1 (stereo not drawn),2
O=C(COC(=O)c1ccc(Br)o1)NCCCc1ccccc1,-3
O=C(N/N=C/C=C/c1ccccc1)c1cc2c(ccc3ccccc32)o1,2
COc1ccc(COC(=O)N/N=C(\C)CC(=O)Nc2c(C)cc(C)cc2C)cc1,12
COc1ccc(CNC(=O)C2CC(C)=C(C)CC2C(=O)O)cc1 (stereo not drawn),0
CSc1ccc(C(C(C(=O)c2cccs2)N2CCOCC2)N2CCOCC2)cc1 (stereo not drawn),1
COC(=O)c1ccc(N2C(=O)CC(NCc3ccccc3)C2=O)cc1 (stereo not drawn),-6
Cc1cccc(-n2c(N)cc(=O)[nH]c2=S)c1,-2
O=c1c2c(-c3ccco3)csc2nc(SCc2cn3cccnc3n2)n1-c1ccccc1,-3
Cc1cc(-n2c(C)cc(C(=O)CSc3nnc4sc5ccccc5n34)c2C)no1,-2
O=C(NCC1CCCO1)c1ccc2c(=O)n(Cc3ccco3)c(SCC(=O)N3CCCC3)nc2c1 (stereo not drawn),-4

# Ordered by the number under ARNT-TACC3 inh (smallest number first): six from the list above.
structure	ARNT-TACC3 inh
COC(=O)c1ccc(N2C(=O)CC(NCc3ccccc3)C2=O)cc1 (stereo not drawn)	-6
O=C(NCC1CCCO1)c1ccc2c(=O)n(Cc3ccco3)c(SCC(=O)N3CCCC3)nc2c1 (stereo not drawn)	-4
O=C(COC(=O)c1ccc(Br)o1)NCCCc1ccccc1	-3
Cc1cc(-n2c(C)cc(C(=O)CSc3nnc4sc5ccccc5n34)c2C)no1	-2
CSc1ccc(C(C(C(=O)c2cccs2)N2CCOCC2)N2CCOCC2)cc1 (stereo not drawn)	1
O=C(N/N=C/C=C/c1ccccc1)c1cc2c(ccc3ccccc32)o1	2

# (cont.)
SMILES,ARNT-TACC3 inh
O=C(O)c1ccc2c(c1)ncn2C1CCCCC1,-3
COc1ccc(C2C3=C(OC(C)=O)c4ccccc4C3=Nc3c2c(=O)n(C)c(=O)n3C)cc1 (stereo not drawn),-13
COc1ccc(N2CCN(C(c3cccs3)C(C)NS(=O)(=O)c3ccccc3)CC2)cc1 (stereo not drawn),31
O=C(COc1ccccc1)NC(Cc1c[nH]c2ccccc12)C(=O)O (stereo not drawn),-1
CCOc1nc(-c2ccccc2)ccc1-c1noc(-c2cccs2)n1,-28
Cc1nn(C)c(C)c1NC(=O)CCCSc1nc(-c2ccco2)cc(C(F)(F)F)n1,-10
O=C(NCCCN1CCN(C2CCCCC2)CC1)Nc1ccccc1C(F)(F)F,18
CCC(C)(C)n1nnnc1CN1CCC(NC(=O)c2ccc(Br)cc2)CC1,0
O=C1OC(Nc2nccs2)c2ccccc21 (stereo not drawn),-1
Clc1nc(NCc2cccnc2)nc(N2CCOCC2)n1,14

# Compounds from the list above that have a carbonyl joined to an NH by a bond outside any ring:
SMILES,ARNT-TACC3 inh
Nc1cc(=O)[nH]c(SCC(=O)Nc2cccc(Cl)c2)n1,-3
COc1ccc(OCCC(=O)OCC(=O)NCc2ccco2)cc1,7
O=C(COC(=O)c1ccc(Br)o1)NCCCc1ccccc1,-3
O=C(N/N=C/C=C/c1ccccc1)c1cc2c(ccc3ccccc32)o1,2
COc1ccc(COC(=O)N/N=C(\C)CC(=O)Nc2c(C)cc(C)cc2C)cc1,12
COc1ccc(CNC(=O)C2CC(C)=C(C)CC2C(=O)O)cc1 (stereo not drawn),0
O=C(NCC1CCCO1)c1ccc2c(=O)n(Cc3ccco3)c(SCC(=O)N3CCCC3)nc2c1 (stereo not drawn),-4
O=C(COc1ccccc1)NC(Cc1c[nH]c2ccccc12)C(=O)O (stereo not drawn),-1
Cc1nn(C)c(C)c1NC(=O)CCCSc1nc(-c2ccco2)cc(C(F)(F)F)n1,-10
O=C(NCCCN1CCN(C2CCCCC2)CC1)Nc1ccccc1C(F)(F)F,18
CCC(C)(C)n1nnnc1CN1CCC(NC(=O)c2ccc(Br)cc2)CC1,0

# Next part
SMILES,ARNT-TACC3 inh
Cc1cc(C(=O)CSc2nc3ccccc3o2)c(C)n1CC1CCCO1 (stereo not drawn),-9
CCOC(=O)CSc1nnc(NC(=O)c2cccc(S(=O)(=O)N3CCCCC3)c2)s1,-5
OC(CNCC1COc2ccccc2O1)COCc1cccs1 (stereo not drawn),-1
COC(=O)c1ccc(Cl)c(NC(=O)CN(c2ccc(OC)cc2)S(=O)(=O)c2ccccc2)c1,-2
CC12CCC(C(=O)Nc3cccnc3)(CC1=O)C2(C)C (stereo not drawn),3
Cc1cc(C)cc(NC(=O)CCn2ccnc2C)c1,12
CC(C)(C)C1CCC2(CC1)NC(=S)N(c1ccccc1)N2 (stereo not drawn),2
COc1ccc(N(CC(=O)Nc2cccc(C(C)=O)c2)S(C)(=O)=O)cc1OC,-3
NC(=O)c1cccc2c(=O)oc3ccccc3c12,-1
O=C(N1CCOCC1)C1(c2ccc(Cl)cc2)CCCC1,-8
COc1ccc(N(C(=O)Cn2cnc3ccccc32)C(C(=O)NC2CCCCC2)c2ccccc2)cc1 (stereo not drawn),-3
COc1ccc(-n2nnc3c(=O)n(C/C=C/c4ccccc4)cnc32)cc1,-9
CCC(C(=O)NC1CCCC1)N(C(=O)Cn1nnc(-c2ccc(C)o2)n1)C(C)(C)C (stereo not drawn),-2
CC1(C(=O)O)CCC(C(=O)Nc2ccc(S(N)(=O)=O)cc2)C1(C)C (stereo not drawn),-7
CCOc1cccc2cc(C(=O)Nc3ccccc3-c3ccccc3)c(=O)oc12,-2
COc1ccc2nc(Nc3nc(CSc4nnnn4-c4ccccc4)cc(=O)[nH]3)nc(C)c2c1,4
N#Cc1nc(-c2ccco2)oc1N1CCCC1,3
CCc1ccccc1NC(=O)CSc1nnc([C@H](CCSC)NC(=O)OC(C)(C)C)o1,1
COc1ccc(CNCCc2ccccc2)cc1OCC(N)=O,6
CCn1c(C)nc2cc(-c3nc4n(n3)Cc3ccccc3-4)ccc21,-3
CC1CC(C)CN(Cc2nc(N)nc(Nc3ccccc3)n2)C1 (stereo not drawn),3
O=C(NC(Cc1ccccc1)C(=O)O)c1ccc(S(=O)(=O)N2CCOCC2)cc1 (stereo not drawn),4
COc1cc(CNCc2cccs2)ccc1OCc1cccs1,-5
Cc1cccc(NC(=O)N[C@@H](C)C(=O)O)c1,-16
CC1=C(C(=O)OC(C)C)C(c2cccc(F)c2)N2C(=O)C(C)SC2=N1 (stereo not drawn),-1
COc1cc2cnncc2cc1OC,1
CCNCCC(=O)N1c2ccccc2Sc2ccc(NC(=O)OCC)cc21,0
CCN(CC)c1ccc(/C=N/n2nnnc2N)c(O)c1,19
COC(=O)c1ccccc1NC(=O)CSc1nnc(-c2cccnc2)n1C,3
Cc1cc(/N=C/C=C2\N(C)c3ccccc3C2(C)C)n(CCC#N)n1,7
CCN1CCN(CCn2c(=S)[nH]c3cc4c(cc3c2=O)OCO4)CC1,1
O=C(CSCc1cnn(-c2ccccc2)c1-n1cccc1)NCc1ccc2c(c1)OCO2,41
CCCS(=O)(=O)N1CCC(C(=O)NC2CCC(C)CC2)CC1 (stereo not drawn),-2
Cc1csc(Sc2nc3c(c(=O)[nH]c(=O)n3C)n2Cc2ccccc2Cl)n1,-5
CC1(C)C(=O)OC(c2c(F)c(F)c(F)c(F)c2F)C2(CCCCC2)C1=O (stereo not drawn),-2
CCc1nnc(NC2=NCCC2)s1,-7
CCOC(=O)c1ccccc1NC(=O)CSc1nnc(COc2ccccc2C)n1C,2
OCc1nc2ccccc2n1CCCOc1ccc(Br)cc1,-2
CCOc1ccc(-n2ccnc2SCC(=O)NCc2ccc3c(c2)OCO3)cc1,19
CCCC(O)(CCN1CCOCC1)c1ccc(Br)cc1 (stereo not drawn),-6
Cc1ccnc(NC(=O)CCC(=O)N(CC(=O)NCC2CCCO2)Cc2ccc(F)cc2)c1 (stereo not drawn),-10
COCCN(C(=O)CN1CCCc2ccccc21)c1c(N)n(Cc2ccccc2)c(=O)[nH]c1=O,15
CCCC(=O)N1CCN(c2nc(CC(C)C)c3c(c2C#N)CCC3)CC1,-3
Cc1c(Cl)cccc1NC(=O)c1cccc(NC(=O)CCC(=O)O)c1,0
CCc1c(C)sc(NC(=O)c2cccs2)c1C(N)=O,-22
COc1ccc(OCc2nnc(SCC(N)=O)n2-c2ccccc2OC)cc1,0
Cc1ccc(C)c(OCC(O)CN2CCCCC2C)c1 (stereo not drawn),0
O=C(c1ccc(Br)cc1)N(C1=NCCCCS1)c1ccccc1,-3
COCCNC(=O)C(OC(=O)c1ccco1)c1ccccc1OC (stereo not drawn),-7
CC1=C(C(=O)Nc2ccccc2F)C(c2ccsc2)C2=C(CC(c3ccccc3)CC2=O)N1 (stereo not drawn),-36

# Later entries.
SMILES,ARNT-TACC3 inh
O=C(COc1ccc(/C=N/NC(=O)c2cc3ccccc3o2)cc1Br)Nc1ccccc1,1
Cc1ccc(OCC(=O)NCc2ccco2)cc1C,-6
COc1ccc(-n2nnnc2SCC(=O)N2C(C)CCCC2C)c(OC)c1 (stereo not drawn),-36
COc1ccc(-c2nnc(SCC(=O)c3ccco3)n2-c2ccccc2)cc1,-2
CCCC(=O)Nc1ccc(Cl)c(NC(=O)CC)c1,4
Cc1ccc(S(=O)(=O)N2CCOCC(=O)NCCOCCNC(=O)COCC2)cc1,-2
Cc1ccc(S(=O)(=O)Cn2nnnc2CN2CCCC3(CCCCC3)C2)cc1,-1
CC(SCCc1ccccn1)C(=O)O (stereo not drawn),24
COc1cccc(NC(=O)c2ccco2)c1,1
CC(=O)c1cccc(NC(=O)N2CCCC2C(=O)Nc2c(C)cccc2C)c1 (stereo not drawn),-5
CCCN(CCC)c1nc2c(C)cccn2c(=O)c1/C=C1/SC(=S)N(Cc2ccco2)C1=O,-4
O=C(CN1C(=O)c2ccccc2C1=O)NCC1CCCO1 (stereo not drawn),0
Clc1ccccc1OCCn1cnc2ccccc21,-1
CCOC(=O)c1ccc(Oc2nc(NC(C)(C)C)nc(N(C)C)n2)cc1,4
CCN=C1SC(CC(=O)Nc2ccc(C(F)(F)F)cc2)C(=O)N1CC (stereo not drawn),-25
c1ccc(Nc2cc(Nc3ccccc3)[nH]n2)cc1,4
O=C(c1ccc2c(c1)OCO2)N1CCN(c2ccccc2)CC1,-10
CC(=O)N/C(=C/c1ccc2c(c1)OCO2)C(=O)NCCCO,-4
Cc1cc(NCCCN2CCOCC2)n2nc(C)c(-c3ccc(F)cc3)c2n1,9
COc1ccc(S(=O)(=O)N(CC(=O)N2CCN(C)CC2)c2ccccc2)cc1OC,4
COc1ccc(C)cc1S(=O)(=O)N(CC(N)=O)Cc1ccccc1,20
O=C1CCCN1CN1CCCCC1,3
CCN(CC)C(=O)CSc1ncnc2c1cnn2Cc1ccccc1,-4
Cc1cccc(NC(=O)C2CCCN2C(=O)Oc2ccccc2)c1 (stereo not drawn),-8
O=C(NCc1cccc(C(F)(F)F)c1)c1cccc2c1C(=O)c1ccc(N3CCC(Cc4ccccc4)CC3)cc1S2(=O)=O,-7
CC1CCC(C(C)C)C(OC(=O)C2=C3c4ccccc4S(=O)(=O)N3CC2)C1 (stereo not drawn),-4
Cc1c(/C=N/n2cnnc2)c2ccccc2n1CCOc1ccccc1,-6
O=C(Nc1ccc(-c2nc3ccccc3o2)cc1)c1cc(-n2cnnc2)ccc1Cl,-1
Cc1ccccc1CS(=O)(=O)c1cnc2ccccc2n1,0
C=CCn1c(C)c(C(C)=O)c(SC)nc1=S,-4
COc1ccc(C)c(Cn2c(-c3nonc3N)nc3ccccc32)c1,3
Cc1nc2c(-c3ccc(F)cc3)c(C)nn2c(N2CCOCC2)c1C,-1
Cc1noc(C)c1C(=O)Nc1ccc(-n2ccc(C(F)(F)F)n2)cc1,-8
O=C(c1cn(CC(=O)N2CCCC2)c2ccccc12)C1CCCCC1,-9
Cc1ccc(S(=O)(=O)Oc2ccc3c(c2)O/C(=C\c2cccnc2)C3=O)cc1,-8
CC1CCN(C(=O)N2c3ccccc3Sc3ccccc32)CC1,-4
O=S(=O)(Nc1nc2ccccc2nc1NCc1ccco1)c1ccccc1,-5
CC(C)Oc1ccc(/C(O)=C2/C(=O)C(=O)N(CCN(C)C)C2c2ccco2)cc1 (stereo not drawn),5
COc1ccc(-n2c(C)c([N+](=O)[O-])c3ccc(O)c(CN(C)C)c32)cc1,-11
CCSc1cc(C)nc2ncnn12,-4
COc1cc(C(=O)Nc2ccc3c(c2)OCO3)ccc1-n1cnnn1,26
COc1cccc(C(=O)Cn2c(Br)nc3c2c(=O)n(C)c(=O)n3C)c1,-3
CCS(=O)(=O)Nc1ccc(-c2nnc(SCC(=O)c3ccc(NC(C)=O)c(OC)c3)o2)cc1,-7
CN(c1ccc(C(=O)NCCC2=CCCCC2)cc1)S(C)(=O)=O,-1
CCn1c(=O)c(C(=O)NCc2ccc(OC)c(OC)c2)c(O)c2ccccc21,0
N#C/C(C(=O)N1CCOCC1)=C1/SC(Cc2ccccc2)C(=O)N1c1ccccc1 (stereo not drawn),-5
Cc1ccc(N=C2NC(=O)CS2)cc1,-7
C=CCN1C(=O)S/C(=C\c2ccc(N3CCOCC3)cc2C)C1=O,5
COc1cc(OC)c(C2=NOC(C(=O)O)C2)cc1Cl (stereo not drawn),-5
O=S(=O)(c1ccccc1)N(CC(O)Cn1c2ccccc2c2ccccc21)c1ccccc1 (stereo not drawn),-1

# Assay outcomes as filed in PubChem.

# Not all compounds are listed (hit frequency here may not be typical).
